Mtb FBA inh: inhibits M. tuberculosis FBA enzyme | inhibition, % at 1 µM | AID 588726 | 360,000 tested, 2.3% active | purified M. tuberculosis FBA, fluorescence read-out; in the data active = inhibition above about 27%;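 note: 0% = vehicle and 100% = reference inhibitor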
Y pestis TopoI: Y. pestis Topo-I inhibition via cleavage products; 360,000 tested, 0.064% active; AID 504884; activity, % at 10 µM; Y. pestis Topo-I cleavage product accumulation, plate reader; in the data active = activity above about 50%, passing the limit was not always enough; inconclusive = no clear call, values can overlap the other calls; note: inactives centre near 2
FadD28 FP inh: M. tuberculosis FadD28 bisubstrate binding inhibition; FadD28 bisubstrate probe binding, fluorescence polarization; inhibition, % at 12.5 µM; 360,000 tested, 0.22% active; AID 588549; in the data active = inhibition above about 8.5%, passing the limit was not always enough; inconclusive = no clear call, values can overlap the other calls
GDH-TPI counter: GDH-TPI coupled enzyme inhibition counter-screen; inhibition, % at 4.8 µM; 360,000 tested, 1.2% active; GDH-TPI coupled enzyme counterscreen, NADH absorbance; in the data active = inhibition above about 30%;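 note: 0% = DMSO wells and 100% = wells lacking the enzyme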
Vc quorum ag: quorum light induction in luxS cqsA deficient V. cholerae. V. cholerae BH1578 lux reporter, luminescence, 6 h. activation, % at 18.7 µM. 350,000 tested, 0.16% active. AID 588436; in the data active = activation mostly above about 9.7%, no sharp cut-off; inconclusive = no clear call, values can overlap the other calls; inactive = mostly below about 3.7%; note: not every result past the cut was called active; inactives centre near 0; reference of the scale not given here
UGM FP inh: Mtb UDP-galactopyranose mutase inhibition | AID 504406 | purified UGM, fluorescence polarization probe displacement | 320,000 tested, 0.06% active | inhibition, % at 10 µM | P9WIQ1; in the data active = inhibition above about 10%, passing the limit was not always enough; inconclusive = no clear call, values can overlap the other calls
TcdB inh: TcdB glycohydrolase inhibition; P18177; TcdB glycohydrolase enzymatic assay, plate reader; inhibition, % at 9.99 µM; 350,000 tested, 0.24% active; AID 652162; in the data active = inhibition above about 10%
BioA inh: inhibitors of Mycobacterium tuberculosis BioA enzyme; inhibition, % at 9.99 µM; purified M. tuberculosis BioA enzyme, plate reader; 360,000 tested, 0.096% active; in the data active = inhibition above about 40%; inconclusive = no clear call, values can overlap the other calls
PfHsp40 rescue: compounds rescuing yeast from Plasmodium falciparum HSP40 toxicity | 340,000 tested, 0.68% active | S. cerevisiae expressing PfHsp40, growth rescue, ATP luminescence | AID 504582 | growth rescue, % at 12.5 µM; in the data active = growth rescue above about 28%, passing the limit was not always enough; inconclusive = no clear call, values can overlap the other calls;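 note: yeast W303a lacking pdr1 and pdr3 grown in galactose medium; growth measured after three days at 30 °C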
* = called active by the depositor; i = inactive; ? = inconclusive; nt = not tested or not shown; + = active, no number.

The first 16 compounds, ahead of the listing:
SMILES	Mtb FBA inh	Y pestis TopoI	FadD28 FP inh	GDH-TPI counter	Vc quorum ag	UGM FP inh	TcdB inh	BioA inh	PfHsp40 rescue
COc1ccnc(CN(C)C(=O)C2CCC(=O)N(Cc3cccc(C(F)(F)F)c3)C2)c1 (stereo unspecified)	2.0	1.6	-2.2	5.6	i	-1.9	1.1	-1.9	-0.4
Cc1ccc(CNC(=O)c2ccc(NC(=O)C3=CSCCO3)cc2)cc1	0.8	10.8	-3.3	1.6	-0.3	-0.6	0.7	0.3	-0.9
Cc1cccc(C)c1OCC(=O)NCC1CCCO1 (stereo unspecified)	-3.2	4.7	-3.6	-12.6	i	2.7	-3.7	-0.1	-0.8
Nc1n[nH]c(C2CC2)c1N=Nc1ccc(Cl)cc1	-6.4	-14.1	-2.4	4.6	i	-1.1	-0.6	-0.7	nt
CCOC(=O)CNC(=O)CNC(=O)c1nn(-c2ccc(OC)c(Cl)c2)c(=O)c2ccccc12	4.7	-6.4	-1.1	6.8	-0.5	-6.1	0.2	nt	-0.3
O=C(NCCCN1CCOCC1)c1ccc(CSc2ccc(Cl)cc2)cc1	-3.8	7.4	-4.0	12.3	-0.5	-1.3	1.0	nt	-0.7
O=C(c1ccco1)N1CCN(CCOc2ccccc2)CC1	-2.0	7.3	-0.5	-3.7	-7.1	-2.0	2.0	-0.9	-1.0
COCCCNC(=O)CN(CCc1ccccc1)S(=O)(=O)c1ccc(OC)cc1	0.8	13.0	0.0	-5.1	-0.4	-1.1	3.4	nt	-1.0
Cc1cccc(N2CCN(C(=O)c3ccoc3C)CC2)c1C	-1.2	-1.3	-3.6	5.0	i	2.1	0.9	nt	0.4
O=C1CSC(c2cccc([N+](=O)[O-])c2)N1CCN1CCCCC1 (stereo unspecified)	4.5	0.8	-0.1	5.8	-1.1	0.5	0.2	nt	1.3
CCCCOC(=O)C1=C(C)Nc2nnnn2C1c1ccc(OC)c(OC)c1OC (stereo unspecified)	2.0	-4.2	-7.5	-2.9	nt	-2.7	nt	1.9	-0.8
CCC(C)(C)NC(=O)CN(C(=O)CNS(=O)(=O)c1ccccc1)c1ccccc1	1.8	-2.1	-0.8	-4.0	i	2.7	nt	-0.3	-0.4
COc1ccc(C2C(C(=O)N3CCN(C)CC3)c3ccccc3C(=O)N2C2CCCCC2)cc1 (stereo unspecified)	-5.2	-3.5	-0.1	20.6	0.2	-0.5	-4.8	-6.9	0.6
CC(=O)c1c(C)nc(-c2ccc3c(c2)OCO3)n1O	-3.7	-4.8	-1.0	18.0	i	-0.3	nt	nt	-1.6
CC(C)(C)NC(=O)C(c1ccc(-c2ccccc2)cc1)N(C[C@H]1CC[C@@H]([C@@H]2CC[C@H](CO)O2)O1)C(=O)c1ccc(C(C)(C)C)cc1 (stereo partly specified)	1.0	31.9	-3.2	-9.1	i	nt	0.3	0.9	?
Cc1ccc(C)c(N2CCN(S(=O)(=O)c3ccc(-c4ccc(=O)[nH]n4)o3)CC2)c1	-1.0	19.4	-3.4	9.6	-0.3	4.5	1.5	-1.0	-0.6

The list itself, repeating the preview:
SMILES	Mtb FBA inh	Y pestis TopoI	FadD28 FP inh	GDH-TPI counter	Vc quorum ag	UGM FP inh	TcdB inh	BioA inh	PfHsp40 rescue
COc1ccnc(CN(C)C(=O)C2CCC(=O)N(Cc3cccc(C(F)(F)F)c3)C2)c1 (stereo unspecified)	2.0	1.6	-2.2	5.6	i	-1.9	1.1	-1.9	-0.4
Cc1ccc(CNC(=O)c2ccc(NC(=O)C3=CSCCO3)cc2)cc1	0.8	10.8	-3.3	1.6	-0.3	-0.6	0.7	0.3	-0.9
Cc1cccc(C)c1OCC(=O)NCC1CCCO1 (stereo unspecified)	-3.2	4.7	-3.6	-12.6	i	2.7	-3.7	-0.1	-0.8
Nc1n[nH]c(C2CC2)c1N=Nc1ccc(Cl)cc1	-6.4	-14.1	-2.4	4.6	i	-1.1	-0.6	-0.7	nt
CCOC(=O)CNC(=O)CNC(=O)c1nn(-c2ccc(OC)c(Cl)c2)c(=O)c2ccccc12	4.7	-6.4	-1.1	6.8	-0.5	-6.1	0.2	nt	-0.3
O=C(NCCCN1CCOCC1)c1ccc(CSc2ccc(Cl)cc2)cc1	-3.8	7.4	-4.0	12.3	-0.5	-1.3	1.0	nt	-0.7
O=C(c1ccco1)N1CCN(CCOc2ccccc2)CC1	-2.0	7.3	-0.5	-3.7	-7.1	-2.0	2.0	-0.9	-1.0
COCCCNC(=O)CN(CCc1ccccc1)S(=O)(=O)c1ccc(OC)cc1	0.8	13.0	0.0	-5.1	-0.4	-1.1	3.4	nt	-1.0
Cc1cccc(N2CCN(C(=O)c3ccoc3C)CC2)c1C	-1.2	-1.3	-3.6	5.0	i	2.1	0.9	nt	0.4
O=C1CSC(c2cccc([N+](=O)[O-])c2)N1CCN1CCCCC1 (stereo unspecified)	4.5	0.8	-0.1	5.8	-1.1	0.5	0.2	nt	1.3
CCCCOC(=O)C1=C(C)Nc2nnnn2C1c1ccc(OC)c(OC)c1OC (stereo unspecified)	2.0	-4.2	-7.5	-2.9	nt	-2.7	nt	1.9	-0.8
CCC(C)(C)NC(=O)CN(C(=O)CNS(=O)(=O)c1ccccc1)c1ccccc1	1.8	-2.1	-0.8	-4.0	i	2.7	nt	-0.3	-0.4
COc1ccc(C2C(C(=O)N3CCN(C)CC3)c3ccccc3C(=O)N2C2CCCCC2)cc1 (stereo unspecified)	-5.2	-3.5	-0.1	20.6	0.2	-0.5	-4.8	-6.9	0.6
CC(=O)c1c(C)nc(-c2ccc3c(c2)OCO3)n1O	-3.7	-4.8	-1.0	18.0	i	-0.3	nt	nt	-1.6
CC(C)(C)NC(=O)C(c1ccc(-c2ccccc2)cc1)N(C[C@H]1CC[C@@H]([C@@H]2CC[C@H](CO)O2)O1)C(=O)c1ccc(C(C)(C)C)cc1 (stereo partly specified)	1.0	31.9	-3.2	-9.1	i	nt	0.3	0.9	?

Limited to UGM FP inh (2 entries from above):
molecule | UGM FP inh
COc1ccnc(CN(C)C(=O)C2CCC(=O)N(Cc3cccc(C(F)(F)F)c3)C2)c1 (stereo unspecified) | -1.9
CCOC(=O)CNC(=O)CNC(=O)c1nn(-c2ccc(OC)c(Cl)c2)c(=O)c2ccccc12 | -6.1

Going on with the list.
SMILES	Mtb FBA inh	Y pestis TopoI	FadD28 FP inh	GDH-TPI counter	Vc quorum ag	UGM FP inh	TcdB inh	BioA inh	PfHsp40 rescue
Cc1ccc(C)c(N2CCN(S(=O)(=O)c3ccc(-c4ccc(=O)[nH]n4)o3)CC2)c1	-1.0	19.4	-3.4	9.6	-0.3	4.5	1.5	-1.0	-0.6
Cc1nc(N2CCN(c3ccccn3)CC2)c2c(C)c(C(=O)N3CCN(c4cccc(Cl)c4)CC3)sc2n1	0.1	5.4	nt	-5.2	2.0	1.9	1.0	-0.6	1.0
O=C(CCc1nc(-c2ccccc2Cl)no1)NC1CCCC1	-1.5	8.8	-1.8	-5.9	0.7	3.7	-0.7	-1.3	0.3
COc1ccc(CN(C)CC(=O)Nc2cccc3ccccc23)cc1F	0.2	7.9	0.7	10.3	3.6	1.5	0.6	-2.8	-0.9
Cc1c(Cc2ccccc2)c(=O)oc2c(CN(C)C)c(O)c(Cl)cc12	+	9.7	1.0	17.2	i	-1.7	nt	2.9	-0.5
Cc1cccc2c(=O)cc(C)n(CC(=O)N3CCCCC3)c12	-0.6	2.6	-0.4	-2.2	1.9	-0.1	nt	-0.2	-2.0
O=[N+]([O-])c1ccc(-c2nnc(-c3ccccc3)c(NCCCO)n2)cc1	-0.9	-11.1	-4.4	-0.8	-0.4	5.7	nt	nt	-0.5
CC(OC(=O)c1cccc(S(=O)(=O)N2CCCCCC2)c1)C(=O)Nc1ccc(S(N)(=O)=O)cc1 (stereo unspecified)	0.6	3.1	-4.0	-5.0	i	-1.4	-1.5	0.1	-0.2
Cc1ccc(N(CC(O)CN2C(=O)NC(C)(C)C2=O)S(=O)(=O)c2ccc(C)cc2)cc1 (stereo unspecified)	-0.4	8.8	-3.6	-8.8	-0.3	2.9	1.2	-1.9	-0.1
COc1ccc(-c2sc3ccccc3c2C#CCCO)cc1	5.7	12.7	-6.5	8.8	-1.0	1.3	0.5	-1.1	41.5*
CN1C2CCC1/C(=C\c1ccccc1F)C(=O)/C2=C/c1ccccc1F	2.8	-6.1	-1.0	3.0	4.8	-1.8	nt	-0.9	0.9
O=C1CS/C(=N\c2ccccn2)N1C1CCCCC1	-1.7	-4.6	-0.5	-3.8	nt	2.2	nt	-0.7	-0.6
CCOCCCNC(=O)c1cc2c(=O)[nH]c3ccccc3c2s1	70.9*	9.0	-3.2	11.0	i	-0.6	1.3	nt	-0.2
CC(C)NC(=O)c1ccc(CN2CCC(Cc3ccccc3)CC2)cc1	-1.1	7.3	-2.7	8.4	4.3	-3.6	-0.2	-1.8	-0.4
CCc1c(C)nc(SCC(=O)NNC(=O)c2ccco2)[nH]c1=O	-5.8	-8.3	-2.6	-4.8	i	5.2	1.2	-1.4	1.4
C/C(=N\NC(=O)c1cccnc1)c1ccc(OC2OCCOC2Oc2ccc(/C(C)=N/NC(=O)c3cccnc3)cc2)cc1 (stereo unspecified)	-0.5	12.9	0.7	3.5	-1.0	1.5	0.6	5.9	-0.3
COc1cccc(C2=NOC(C(=O)NCc3ccc(F)cc3)C2)c1 (stereo unspecified)	0.4	9.6	-4.4	-0.7	-2.8	-0.4	nt	-0.3	-0.8
O=C(NNC(=O)c1cccc2ccccc12)c1ccc(Cl)c(Cl)c1	-1.5	-3.6	-0.1	6.5	-0.8	nt	1.7	-0.6	0.0
O=C(CCSCCc1ccccn1)Nc1nccs1	2.2	-2.5	-0.6	1.4	-0.3	-0.4	0.3	-1.2	0.3
COc1ccc(OC)c(NC(=S)N(CCc2c(C)[nH]c3ccc(C)cc23)Cc2cccs2)c1	-1.3	-7.6	-4.5	11.3	-0.3	5.4	-0.2	-2.3	4.5
O=c1[nH]cnc2c1ncn2[C@@H]1O[C@H](COS(=O)(=O)O)[C@@H](O)[C@H]1O	-1.1	0.0	0.6	3.5	-0.7	-0.2	1.4	-0.5	0.3
Nc1ccccc1C=C1Cc2ccccc2C1=O	1.0	1.2	-3.4	14.9	-3.8	nt	1.1	nt	-1.0
CCOC(=O)c1ccc(-c2csc(NC(=O)CN3CCC(C)CC3)n2)cc1	-0.1	1.8	-1.6	-5.0	i	-0.3	1.9	-0.6	0.9
Nc1[nH]nc2ncc3cc4ccccc4nc3c12	-3.7	0.8	-1.4	9.8	-0.5	-2.2	0.8	nt	1.9
Cc1ncc(CN2CCCC(C(=O)c3ccc(C(C)(C)C)cc3)C2)s1 (stereo unspecified)	0.6	14.3	-0.4	8.7	0.7	-2.3	1.4	nt	0.1
CC(C)OC(=O)c1ccc(NC(=O)c2cncc(Br)c2)cc1	-2.5	-2.3	-1.1	-6.0	5.6	2.2	0.8	-0.8	1.7
O=C(/C=C/c1ccc(Cl)cc1Cl)n1cccn1	4.8	3.2	-0.5	-7.1	i	4.2	nt	-5.9	-1.6
COc1cccc(-n2c(=O)c3c(C)c(C(=O)N(C)C)sc3n(CC(=O)NCC3CCCO3)c2=O)c1 (stereo unspecified)	-2.8	4.4	-0.2	9.8	-0.3	1.2	5.5	-0.7	0.7
COc1ccc(C(=O)Nc2c(Cl)cc(Cl)cc2C(=O)N2CCC(C)CC2)cc1	0.4	1.1	-0.6	2.2	-0.2	-1.1	nt	nt	1.6
O=C(C(Cl)Cl)N1CCN(c2ccccn2)CC1	-1.5	-2.2	0.0	2.3	3.4	-3.3	nt	nt	-0.5
Cc1csc(NC(=O)c2ccoc2C)n1	0.8	-2.9	-4.4	4.4	-0.2	-4.3	nt	0.1	-1.6
CC(=O)c1ccc(N(C(=O)Cc2c[nH]c3ccccc23)C(C(=O)NC2CCCCC2)c2cccs2)cc1 (stereo unspecified)	-2.0	8.2	-4.7	20.6	-0.7	-1.7	nt	-0.4	1.4

Assay outcomes: PubChem BioAssay, several laboratories
